# Screens: PubChem BioAssay, several laboratories
# Bcl-B displacement – displacers of TR3 peptide from Bcl-B, primary screen, selectivity assay for Bfl-1 inhibitor project, biochemical, fluorescence polarization; AID 748, 2007; FP displacement of FITC-TR3 peptide from Bcl-B; higher % means a stronger effect; one-dose displacement, % at 20 µM; IC50 in µM for titrated hits; 0.11% of 96,000 active; Bcl-2-like protein 10 (Homo sapiens);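 active means displacement above 50% at 20 µM plus a fluorescence interference ratio under 1.5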;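 further: plate controls were wells without compound for no effect and wells lacking Bcl-B protein for full effect; a part of the inactive calls stands beside numbers as strong as those of hits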
# PLAP inhibition – PLAP enzyme inhibitors, biochemical, luminescence, HTS (AID 690); Alkaline phosphatase, placental type (Homo sapiens); purified PLAP, luminescent substrate; higher % means a stronger effect; one-dose inhibition, % at 20 µM; IC50 in µM for titrated hits; 0.08% of 96,000 active; in the data active means a potency from the dose series; inactive means the rest, 99 in 100 with inhibition below about 30%; further: strong numbers were not always called active
# NFkB transloc pot – enhancers of NFkB p65 translocation in HUVEC – imaging, IL-1B stimulus, high-content imaging, primary screen; AID 819, 2007; HUVEC IL-1B NFkB p65 nuclear translocation imaging; activation, % at 2 µM; 0.3% of 94,000 active;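 active means activation above 40%, about the mean plus 3 SD, also judged a hit on visual image review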;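 further: percent activation is computed from the nuclear over cytoplasmic p65 intensity ratio; values of inactives mirror those of a sister screen read the other way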
# IL1B NFkB inh – inhibitors of IL-1B driven NFkB p65 nuclear import, primary screen, imaging, HUVEC, IL-1B stimulus, high-content imaging; HUVEC IL-1B NFkB p65 nuclear translocation imaging; inhibition, % at 2 µM; 0.43% of 94,000 active; AID 796, 2007;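 active means inhibition above about 30% together with a positive call from visual inspection of the well image, limit read from the data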;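 further: nuclear over cytoplasmic p65 intensity ratio measured by imaging; 0% = IL-1B stimulated DMSO wells and 100% = unstimulated DMSO wells; values of inactives mirror those of a sister screen read the other way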
# MRP resist rev – reversal of MRP1-mediated doxorubicin resistance, primary screen, H69AR cells, doxorubicin co-treatment | H69AR cells + 2 uM doxorubicin, CellTiter-Glo, 72 h | differential viability (reversal), % at 10 µM | 0.04% of 85,000 active | AID 602, 2007;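 active means viability drop by adding the cancer drug above about 55%, with treated viability meeting a 40% cutoff, limit read from the data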;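 further: viability without doxorubicin minus viability with 2 µM doxorubicin for each compound; larger differential means the compound sensitizes cells more to doxorubicin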
# MRP resist rev cytotoxicity – second read-out of MRP resist rev, no call of its own (marks repeat the call); viability, %; H69AR cells, CellTiter-Glo, 72 h; measured here: cytotoxicity without doxorubicin
# MRP resist rev with doxorubicin – further read-out of MRP resist rev, marked with its call; viability, %; measured here: viability with 2 uM doxorubicin; active compounds read low
# IL1B NFkB inh cell count 2 µM – also measured in IL1B NFkB inh; calls as there; cell count; measured here: cells passing quality filter;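 raw number of nuclei counted in each imaged well without normalization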
# NFkB transloc pot cell count 2 µM – second read-out of NFkB transloc pot, no call of its own (marks repeat the call); cell count; measured here: cells passing quality filter
# * hit, by the source's call; . = not tested or not shown. A portion of the library. The share of hits here may be higher or lower than overall.
SMILES,Bcl-B displacement,PLAP inhibition,NFkB transloc pot,NFkB transloc pot cell count 2 µM,IL1B NFkB inh,IL1B NFkB inh cell count 2 µM,MRP resist rev,MRP resist rev cytotoxicity,MRP resist rev with doxorubicin
Cc1ccc(C)c(N2CCN(C(=O)Cn3c(=O)[nH]c4ccsc4c3=O)CC2)c1,2%,-24%,2,151,-2,151,-16,77,93
CC/C(=C\C(=O)c1ccncc1)Nc1ccc(Br)cc1,12%,-8%,-5,170,5,170,-16,82,98
CCN1CCN(S(=O)(=O)c2cc(OC)c(Cl)cc2OC)CC1,-4%,6%,8,48,-8,48,-9,84,93
Cc1ccc(NC(=O)c2cc(NC(=O)CCCC(=O)O)ccc2Cl)cc1Cl,-2%,-14%,6,140,-6,140,.,.,.
O=C(CCN1C(=O)c2ccccc2C1=O)N1CCCCCC1,-5%,6%,-13,118,13,118,0,98,98
CCn1nnnc1-c1ccc(OC)c(S(=O)(=O)Nc2ccc(OC)cc2)c1,-10%,-21%,-9,150,9,150,-17,98,115
Cc1c(C(=O)NC(C)c2ccncc2)oc2ccccc12 (stereo not given),-4%,-9%,6,124,-6,124,11,84,73
COc1ccc(-n2c(SCC(=O)N3CCCC(C)C3)nnc2-c2cccnc2)cc1 (stereo not given),-3%,-21%,2,168,-2,168,11,93,82
COC(=O)C(C)N1C(=O)S/C(=C\c2cc(C)n(-c3ccccn3)c2C)C1=O (stereo not given),3%,-88%,21,185,-21,185,10,83,73
Cc1ccc(CNC(=O)CCc2nc(-c3cccs3)no2)cc1,2%,-17%,-7,186,7,186,9,97,89
CC1=C(C(=O)OCC(C)C)C(c2ccccc2Cl)NC(=O)N1C (stereo not given),-8%,-55%,-5,177,5,177,.,.,.
COc1cc(S(=O)(=O)N2CCOCC2)ccc1F,-12%,3%,-2,174,2,174,-6,97,103
CCOC(=O)C1=C(CN2c3ccccc3CC2C)NC(=O)NC1c1ccccc1 (stereo not given),0%,5%,3,158,-3,158,11,76,65
CCc1ccc(NC(=O)CC2C(=O)Nc3c2c(=O)n(C)c(=O)n3C)cc1 (stereo not given),0%,-2%,5,58,-5,58,7,95,87
O=[N+]([O-])c1ccc(-c2nc3ccc([N+](=O)[O-])cc3[nH]2)cc1,1%,-4%,0,135,0,135,.,.,.
COC(=O)c1ccc(-n2c(C)cc(/C=N/n3cnnc3)c2C)cc1,0%,-8%,.,.,.,.,2,92,90
O=C(Oc1oc(-c2ccco2)nc1C=Nc1ccc(Cl)cc1)c1ccco1,-5%,3%,-1,117,1,117,.,.,.
CC(C)(C)C(C(Oc1ccc(Cl)cc1)n1cncn1)n1nnnc1C(c1cccc(Cl)c1)N1CCCCC1 (stereo not given),.,.,23,122,-23,122,-13,12,25
Cc1cc(NC(=O)c2cccc3ccccc23)cc(C)c1OCC(=O)N1CCOCC1,0%,-55%,-19,199,19,199,9,85,76
COc1ccc(OCc2nn3c(-c4cccc(OC)c4)nnc3s2)cc1,12%,18%,-6,68,6,68,.,.,.
CCCN(CCC)C(=O)CSc1nc2ccccc2c(=O)n1C1CCCC1,3%,-43%,-7,164,7,164,-23,31,54
CCCCCCn1c(N2CCC(C(N)=O)CC2)nc2c1c(=O)n(C)c(=O)n2C,-8%,-31%,16,106,-16,106,-18,55,73
COC(=O)c1ccc(NC(=O)CSCc2ccccc2)cc1,0%,33%,12,181,-12,181,11,110,100
COC(=O)Nc1nnc(CCc2ccccc2)s1,-2%,-11%,15,137,-15,137,1,102,100
Cc1ccc(C)c(N2CCN(C(=O)CN(C)S(=O)(=O)c3cnc[nH]3)CC2)c1,16%,-54%,-12,90,12,90,15,93,79

# 3 compounds picked at random from the list so far, as already listed:
SMILES,Bcl-B displacement,PLAP inhibition,NFkB transloc pot,NFkB transloc pot cell count 2 µM,IL1B NFkB inh,IL1B NFkB inh cell count 2 µM,MRP resist rev,MRP resist rev cytotoxicity,MRP resist rev with doxorubicin
CC(C)(C)C(C(Oc1ccc(Cl)cc1)n1cncn1)n1nnnc1C(c1cccc(Cl)c1)N1CCCCC1 (stereo not given),.,.,23,122,-23,122,-13,12,25
COC(=O)c1ccc(-n2c(C)cc(/C=N/n3cnnc3)c2C)cc1,0%,-8%,.,.,.,.,2,92,90
CCCCCCn1c(N2CCC(C(N)=O)CC2)nc2c1c(=O)n(C)c(=O)n2C,-8%,-31%,16,106,-16,106,-18,55,73

# (continued)
SMILES,Bcl-B displacement,PLAP inhibition,NFkB transloc pot,NFkB transloc pot cell count 2 µM,IL1B NFkB inh,IL1B NFkB inh cell count 2 µM,MRP resist rev,MRP resist rev cytotoxicity,MRP resist rev with doxorubicin
CCOc1cc(C2C(C(=O)OCC(C)C)=C(C)N=C3SCCC(=O)N32)ccc1OC(C)=O (stereo not given),-16%,7%,17,97,-17,97,7,90,83
Cc1ccc(N(CC(=O)NC2CCCC2)C(=O)CCCC(=O)Nc2ccccn2)cc1C,-3%,-72%,4,106,-4,106,-6,102,108
COc1ccc(C2CC(c3cccc(Cl)c3)n3nc(N)nc3N2)cc1 (stereo not given),0%,-2%,.,.,.,.,23,107,83
COc1ccc(CNCC(O)(c2ccccc2)c2ccc(Cl)cc2)cc1 (stereo not given),-1%,19%,.,.,.,.,.,.,.
O=C(CSc1nnc(COc2cccc3ccccc23)o1)N1c2ccccc2CCc2ccccc21,-10%,-12%,-9,70,9,70,10,92,82
CCn1c(SCc2nc(-c3ccc(Cl)cc3)no2)nnc1-c1ccco1,-9%,4%,-1,164,2,164,-8,96,104
COc1ccc(S(=O)(=O)N(CC(=O)N2CCOCC2)Cc2ccccc2)cc1C,1%,-100%,10,181,-10,181,11,91,80
Cc1cc2ccccn2c1C(=O)c1ccncc1,3%,18%,7,126,-7,126,15,95,80
COc1ccc(CNS(=O)(=O)c2ccc(S(=O)(=O)N3CCCCC3)cc2)cc1,2%,17%,.,.,.,.,-14,96,110
Cn1c(=O)c2c(nc(CN3CCN(C(=O)c4ccco4)CC3)n2CCc2ccccc2)n(C)c1=O,-2%,-41%,-3,112,3,112,8,78,70
COc1ccc(NC(=O)c2cc(S(=O)(=O)N3CCS(=O)(=O)CC3)ccc2Cl)cc1,-14%,12%,10,177,-10,177,.,.,.
O=C(Nc1ccc(Cl)c(Cl)c1)N1CCSCC1,.,.,-1,144,1,144,8,81,73
O=C(COc1ccccc1Cl)NC(=S)N1CCc2ccccc21,0%,-6%,.,.,.,.,.,.,.
CC1CC2=C(CC1/C=N/NC(N)=S)C(C)(C)CCC2 (stereo not given),2%,14%,-3,170,3,170,-1,2,3
CN(C)c1ccc(CNCCC2CCOC(C)(C)C2)cc1 (stereo not given),-12%,6%,-5,160,5,160,14,108,94
CSc1nnc(Cc2sc(-c3ccccc3)nc2-c2ccccc2)o1,-10%,-93%,.,.,.,.,12,100,88
CCc1nc2sc(C)c(C)c2c(=O)n1CCO,3%,5%,19,127,-19,127,21,105,83
O=C(O)c1ccc(OCCn2ccnc2)cc1,-6%,4%,8,135,-8,135,-10,108,118
Cc1cccc(NC(=O)c2ccccn2)c1C,7%,16%,8,144,-8,144,2,94,93
Cc1ccc(S(=O)(=O)Nc2ccc3nc(-c4cccn4C)[nH]c3c2)cc1,24%,-28%,15,169,-15,169,24,91,66
CCOC(=O)c1[nH]c2ccc(C)cc2c1N=C(C)N(C)C,-6%,-27%,-6,169,6,169,6,90,83
O=C(CSCc1ccc(Br)cc1)Nc1ccc(S(=O)(=O)N2CCCCCC2)cc1,4%,1%,-1,82,1,82,.,.,.
O=C(CSC1CC(=O)N(CC(c2ccccc2)c2ccccc2)C1=O)Nc1ccc(Cl)cc1 (stereo not given),-4%,-5%,.,.,.,.,.,.,.
CCCc1cc(C(=O)N(C2CCCCC2)C2CCCCC2)no1,-7%,-43%,8,51,-8,51,9,94,85
Cc1nn(CC(=O)Nc2ccc3c(c2)nc(CN2CCCC2)n3C)c(=O)c2ccccc12,-6%,-58%,24,140,-24,140,6,100,95

# Next part; it opens with the 2 that closed the last part.
SMILES,Bcl-B displacement,PLAP inhibition,NFkB transloc pot,NFkB transloc pot cell count 2 µM,IL1B NFkB inh,IL1B NFkB inh cell count 2 µM,MRP resist rev,MRP resist rev cytotoxicity,MRP resist rev with doxorubicin
CCCc1cc(C(=O)N(C2CCCCC2)C2CCCCC2)no1,-7%,-43%,8,51,-8,51,9,94,85
Cc1nn(CC(=O)Nc2ccc3c(c2)nc(CN2CCCC2)n3C)c(=O)c2ccccc12,-6%,-58%,24,140,-24,140,6,100,95
Cc1n[nH]c(C)c1S(=O)(=O)N(CC(=O)Nc1ccc2c(c1)OCCO2)c1ccc(C(C)C)cc1,2%,-101%,3,50,-3,50,-8,73,82
COc1ccc(S(=O)(=O)N2CCOCC2)cc1C(=O)Nc1nc2ccccc2s1,-3%,3%,8,193,-8,193,-4,89,93
Cc1cc(C)c(S(=O)(=O)N2CCN=C2c2ccccc2)cc1C,-2%,15%,6,172,-6,172,-4,68,72
Cn1c(Oc2ccccc2NCc2cc(Br)ccc2O)cc(=O)n(C)c1=O,0%,4%,14,172,-14,172,-19,42,61
C=CCSc1nc(N)c(C#N)c(-c2ccc(C)cc2)c1C#N,-7%,14%,5,81,-5,81,.,.,.
CSc1nc(C)cc(C)c1S(=O)(=O)c1ccccc1C,-13%,27%,11,114,-11,114,.,.,.
COc1ccc(-c2noc(CCC(=O)NCCN3CCN(c4ccccc4F)CC3)n2)cc1,-4%,-67%,13,48,-13,48,10,96,85
Cc1ccc(NC(=O)CN(c2ccccc2)S(=O)(=O)N(C)C)cc1C,.,.,4,128,-4,128,2,86,85
CCCCOc1ccc(C(=O)C(CN2CCOCC2)c2ccccc2)cc1 (stereo not given),.,.,29,112,-29,112,-1,1,2
CCc1ccc(NC(=O)c2cc(CC(C)C)on2)cc1,-1%,9%,.,.,.,.,-9,89,98
COc1ccc2c(c1)c(C(O)CN1CCN(Cc3ccc4c(c3)OCO4)CC1)c(C)n2C (stereo not given),14%,-76%,-11,173,10,173,.,.,.
c1cnc(NCCNc2ncccn2)nc1,-6%,-8%,28,180,-28,180,3,97,94
COC(=O)c1cccc(NC(=O)c2cc3sccc3n2C)c1,-10%,39%,15,128,-15,128,-10,77,87
CN1CCN(S(=O)(=O)c2ccc(N3CCN(S(=O)(=O)/C=C/c4ccccc4)CC3)nc2)CC1,-34%,-55%,0,182,0,182,-10,91,101
CCc1ccccc1N(CC)C(=O)CCc1nc(-c2ccc(C)cc2)no1,-5%,-86%,21,137,-21,137,9,96,87
Cc1noc(C)c1CSc1nc2ccccc2s1,-1%,12%,.,.,.,.,-3,76,78
Cc1nnc2ccc(N3CCN(C(=O)c4ccccc4)CC3)nn12,2%,7%,4,74,-4,74,-9,81,90

# Filtered by structure: the compounds so far containing an NH in an aromatic ring
SMILES,Bcl-B displacement,PLAP inhibition,NFkB transloc pot,NFkB transloc pot cell count 2 µM,IL1B NFkB inh,IL1B NFkB inh cell count 2 µM,MRP resist rev,MRP resist rev cytotoxicity,MRP resist rev with doxorubicin
Cc1ccc(C)c(N2CCN(C(=O)Cn3c(=O)[nH]c4ccsc4c3=O)CC2)c1,2%,-24%,2,151,-2,151,-16,77,93
O=[N+]([O-])c1ccc(-c2nc3ccc([N+](=O)[O-])cc3[nH]2)cc1,1%,-4%,0,135,0,135,.,.,.
Cc1ccc(C)c(N2CCN(C(=O)CN(C)S(=O)(=O)c3cnc[nH]3)CC2)c1,16%,-54%,-12,90,12,90,15,93,79
Cc1ccc(S(=O)(=O)Nc2ccc3nc(-c4cccn4C)[nH]c3c2)cc1,24%,-28%,15,169,-15,169,24,91,66
CCOC(=O)c1[nH]c2ccc(C)cc2c1N=C(C)N(C)C,-6%,-27%,-6,169,6,169,6,90,83
Cc1n[nH]c(C)c1S(=O)(=O)N(CC(=O)Nc1ccc2c(c1)OCCO2)c1ccc(C(C)C)cc1,2%,-101%,3,50,-3,50,-8,73,82
